TAAR1 antag: human TAAR1 antagonists, primary screen, Fluo-8 calcium fluorescence, CHO RD-HGA16 cells; antagonist; Trace amine-associated receptor 1 (Homo sapiens), Q96RJ0; inhibition, % at 3 µM; AID 624466, 2012; 360,000 tested, 1.5% active;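 active = inhibition above a per-plate cutoff, the mean inhibition of test compounds on that plate plus 3 SD, cut at about 49% in these data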;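 also: 0% = DMSO plus EC80 beta-PEA response and 100% = DMSO alone without agonist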
Target sequence (Q96RJ0 whole entry, looked up): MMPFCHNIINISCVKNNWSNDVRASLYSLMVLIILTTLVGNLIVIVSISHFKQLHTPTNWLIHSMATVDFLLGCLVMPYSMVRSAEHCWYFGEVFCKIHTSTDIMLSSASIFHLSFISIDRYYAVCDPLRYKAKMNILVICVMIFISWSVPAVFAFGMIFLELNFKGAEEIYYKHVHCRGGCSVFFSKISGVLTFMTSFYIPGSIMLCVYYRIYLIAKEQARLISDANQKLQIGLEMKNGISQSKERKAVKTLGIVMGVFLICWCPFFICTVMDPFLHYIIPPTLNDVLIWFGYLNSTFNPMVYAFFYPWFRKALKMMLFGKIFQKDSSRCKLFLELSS
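Test system: hTAAR1-expressing CHO RD-HGA16 cells, Gα16-coupled; Probe or stimulus: EC80 β-phenethylamine stimulus; Compound dosing: single nominal final test compound concentration of 3 µM; Timing: 140 s kinetic read after compound, 140 s after agonist; Signal: Fluo-8 calcium-sensitive fluorescence; Measure: % inhibition of agonist calcium response; Controls: DMSO and EC80 PEA controls.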
M1 ag parental: counter-screen for M1 agonists: effect in parental CHO-K1 cells. activation, % at 3 µM. Fluo-8 calcium fluorescence; scaled to maximal ATP response, vehicle zero. 360,000 tested, 0.48% active. AID 602248, 2012; in the data active = activation above about 15%;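 also: untransfected CHO-K1 host cells lacking M1 receptor as counterscreen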
M1 PAM parental: nonselective calcium activators in parental CHO-K1 cells, primary screen, counter-screen for M1 PAM project, cell-based, Fluo-8 calcium fluorescence, full deck, 1536-well; ATP EC20; 0% at ATP EC20, 100% at ATP max; activation, % at 3 µM; 360,000 tested, 0.02% active;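 active = activation above the run cutoff, the mean activation of all test compounds plus 3 SD, cut at about 40% in these data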;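 also: peak over basal fluorescence ratio in a 140 s read after ATP addition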
CHO parental Ca: ATP-evoked calcium signal inhibitors, parental CHO, primary screen, counter-screen for OX1R antagonist project, cell-based, fluorescence, Fluo-8 calcium dye; parental CHO-K1, ATP-induced calcium, Fluo-8 fluorescence; 330,000 tested, 0.63% active; AID 463079, 2010; inhibition, % at 5.6 µM;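 active = inhibition above that plate's mean sample inhibition plus 3 SD, cut at about 26% in these data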;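 also: 0% = ATP-challenged DMSO wells and 100% = DMSO wells without ATP; some compounds past the cut are filed as inactive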
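Material: parental CHO cells / Compound: single nominal dose of 5.6 µM per compound / Signal: Fluo-8 fluorescence / Replicates: singlicate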
TAAR1 ag: human TAAR1 agonists, primary screen, Fluo-8 calcium fluorescence, CHO RD-HGA16 cells; Trace amine-associated receptor 1 (Homo sapiens), Q96RJ0; vehicle wells 0%, saturating PEA agonist 100%; activation, % at 3 µM; 360,000 tested, 0.99% active;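 active = activation above the mean activation of all test compounds in the run plus 3 SD, cut at about 38% in these data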
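System: CHO-derived RD-HGA16 cells with stable Gα16 and human TAAR1 / Times: 17-24 h plating, Fluo-8 75 min 37 °C, 30 min RT / Technique: calcium-sensitive Fluo-8 signal, excitation 470-495, emission 515-575 nm / Measure: % activation relative to PEA EC100 response / Benchmarks: DMSO and PEA EC100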
CHRM1 agonist: human M1 muscarinic receptor agonists, primary screen, Fluo-8 calcium fluorescence, CHO-K1 cells, HTS | CHO-K1 hM1, agonist mode; 0% DMSO, 100% acetylcholine EC100 | activation, % at 3 µM | 360,000 tested, 0.33% active | AID 588814, 2011;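 active = activation above the run's mean compound activation plus 3 SD, cut at about 16% in these data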;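 also: peak over basal fluorescence ratio within a 140 s kinetic read after compound addition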
Target sequence (P11229 whole entry, looked up): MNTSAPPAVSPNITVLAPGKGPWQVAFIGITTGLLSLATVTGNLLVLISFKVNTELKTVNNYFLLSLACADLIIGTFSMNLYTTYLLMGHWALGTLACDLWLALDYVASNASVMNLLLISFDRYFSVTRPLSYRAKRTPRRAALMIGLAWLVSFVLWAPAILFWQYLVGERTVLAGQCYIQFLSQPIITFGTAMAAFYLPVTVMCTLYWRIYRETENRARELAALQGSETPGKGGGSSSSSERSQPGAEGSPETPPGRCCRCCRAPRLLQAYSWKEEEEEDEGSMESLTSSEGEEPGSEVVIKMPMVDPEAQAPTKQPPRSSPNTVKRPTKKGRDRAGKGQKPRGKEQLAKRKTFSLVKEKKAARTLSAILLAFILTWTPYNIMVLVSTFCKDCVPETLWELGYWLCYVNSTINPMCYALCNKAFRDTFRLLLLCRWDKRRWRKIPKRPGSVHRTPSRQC
CHO-K1 Ca antag: nonselective inhibitor or artifact in parental CHO-K1 cells; ATP-induced calcium, Fluo-8 fluorescence; inhibition, % at 3 µM; 360,000 tested, 0.6% active;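 active = inhibition above a per-plate cutoff, the plate's mean sample inhibition plus 3 SD, cut at about 24% in these data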;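 also: 0% = DMSO plus EC80 ATP and 100% = DMSO alone without ATP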
CHRM1 antagonist: human M1 muscarinic receptor antagonists, primary screen, CHO-K1 cells, Fluo-8 calcium fluorescence, 1536-well; Muscarinic acetylcholine receptor M1 (Homo sapiens), P11229; CHO-K1 hM1, ACh EC80 antagonist; inhibition, % at 3 µM; 360,000 tested, 1.3% active; AID 588852, 2011;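 active = percent inhibition above its own plate's cutoff, namely the mean of that plate's compound wells plus 3 SD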;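 also: peak over basal fluorescence ratio during 140 s after agonist addition; 0% = ACh EC80 plus DMSO and 100% = DMSO alone without agonist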
M1 PAM: human M1 muscarinic receptor positive allosteric modulators, primary screen, CHO-K1 cells, Fluo-8 calcium fluorescence, 1536-well; activation, % at 3 µM; 360,000 tested, 0.088% active; CHO-K1 hM1, ACh EC20; 0% = ACh EC20, 100% = maximal ACh; Muscarinic acetylcholine receptor M1 (Homo sapiens), P11229; AID 588819, 2011; in the data active = activation above about 19%, passing the limit was not always enough
Starred values were filed as active, the others as inactive; . = no result given.

SMILES	TAAR1 antag	M1 ag parental	M1 PAM parental	CHO parental Ca	TAAR1 ag	CHRM1 agonist	CHO-K1 Ca antag	CHRM1 antagonist	M1 PAM
CCOC(=O)CSc1nc2nc(Cl)c(Cl)nc2[nH]1	-8	2.3	6	.	9	6	-13	-10	1
CNc1snc(C)c1C(=O)OCC(=O)c1cc(F)ccc1OC	12	3.5	-17	-25	0	-4	-11	8	0
CC(=O)c1ccc(N2CCN(C(=S)Nc3cc(C)ccc3C)CC2)cc1	-2	3.0	25	-4	7	-8	-10	-9	9
CCCNC(=O)c1ccc2nc(-c3ccccc3)c(-c3ccccc3)nc2c1	26	0.9	16	-14	13	-4	-7	4	1
CCOCCCNC(=O)C(Cc1ccccc1)NS(=O)(=O)c1ccc2c(c1)c(=O)n(C)c(=O)n2C (stereo not given)	28	-0.1	-14	-16	5	-4	2	-2	8
NC(=O)CC(NC(=O)Cc1ccc(Cl)cc1)c1ccc(N2CCC(Cc3ccccc3)CC2)c([N+](=O)[O-])c1 (stereo not given)	-9	-0.7	8	-12	-1	3	-10	-20	17
Cc1noc(C)c1-c1ccc(C(=O)Nc2cccc(C(F)(F)F)c2)c2occc12	53*	0.3	25	.	-1	-7	-21	0	-2
Nc1nc(-c2ccccn2)nc(N)c1Cc1c(F)cccc1Cl	4	3.3	18	-17	5	-14	-12	-4	10
CCc1ccc(N2CC(C(=O)Nc3ccc(F)cc3)CC2=O)cc1 (stereo not given)	0	0.2	-7	4	11	-7	-1	-6	4
O=C(CCCOc1ccccc1)n1nnc2ccccc21	7	0.2	3	-11	3	-3	-17	-18	2
CC(C(=O)NC1CCCCC1)N1CCN(S(=O)(=O)c2cccs2)CC1 (stereo not given)	-8	0.3	14	-16	2	-5	-15	-1	4
C=CCC[C@H](Cc1ccc(F)cc1)C(=O)OC[C@@H](Cc1c[nH]c2ccccc12)NC(=O)[C@@H](CC=C)CC(=O)N[C@H](CO)Cc1ccccc1	21	0.4	2	-17	11	-4	-5	1	4
COc1ccc(NC(=O)CCCN2C(=O)C3C4C=CC(C4)C3C2=O)c(OC)c1 (stereo not given)	3	0.4	9	-6	3	-3	-4	-6	3
O=C(NNC(=S)NC(=O)c1ccccc1)c1cccnc1	-17	-0.1	-12	-8	2	-2	4	17	-8
C[C@H]1CN([C@@H](C)CO)C(=O)CCCn2cc(nn2)CO[C@@H]1CN(C)S(=O)(=O)c1cccc(C#N)c1	-20	0.1	6	.	2	-2	-6	-8	3
CN1CCN(c2nc(C#N)cc(-c3ccccc3)n2)CC1	-3	1.2	22	-16	11	-5	-21	-7	0
C[C@@H](C(=O)NCC1CCCO1)N1C(=O)N2CCc3c([nH]c4ccccc34)[C@@]2(C)C1=O (stereo not given in full)	-2	0.3	8	-9	2	-3	-2	-6	3
CCOC(=O)N1CCC(=NNC(N)=O)C1	-4	0.1	1	.	0	-1	2	-20	13
N#Cc1ccccc1NS(=O)(=O)c1cc2c3c(c1)CCN3C(=O)CC2	-29	-0.1	-17	6	0	-3	-1	-3	1
Cc1ccc(CN2CCC(c3nc4ccc(Cl)cc4[nH]3)CC2)cc1	-17	2.9	12	-18	8	-9	-26	1	-6
CCOC(=O)c1c(C)oc2ccc(OCc3cc(C(=O)OC)oc3C)cc12	20	0.7	11	-9	8	-4	-10	1	-3
O=[N+]([O-])c1ccc2[nH]c(=S)sc2c1	-6	5.7	0	.	11	7	1	9	-8
Cc1noc(C(=O)Nc2ccc(C#N)cc2)c1Cl	2	1.2	10	.	0	-5	-3	-7	10
CCOC(=O)c1c(-c2ccccc2)csc1NC(=O)CSc1ccccc1	11	0.3	12	9	3	-6	-11	0	-7
CCOC(=O)C1=C(C)Nc2ccccc2N=C1NC(=O)c1cccc(S(=O)(=O)NCc2ccccc2)c1	23	1.4	-5	-14	8	-5	22	3	-5
COC(=O)CCSC(=S)N1CCOCC1	-2	0.9	2	-9	1	-2	2	-3	7
O=C(O)C[C@H]1c2cc(C(F)(F)F)ccc2S(=O)(=O)N1C1CCN(Cc2ccccc2)CC1	5	1.6	1	-8	3	-5	-4	-10	11
CC1(C(=O)Nc2ccc(Cl)c(Cl)c2)CCN1C(=O)Cc1cccc2ccccc12 (stereo not given)	-5	0.1	16	.	3	-2	-17	-13	3
COCCNC(=S)N1CCC(NC(=O)Nc2ccc(C)cc2)CC1	22	0.5	17	-10	1	-8	-15	-4	5
COc1ccc(OC)c(C(=O)c2ccc([N+](=O)[O-])cc2)c1	3	-0.4	1	.	2	-8	-15	5	-7
CC(=O)OCC1CC(COC(C)=O)C(COC(C)=O)CC1COC(C)=O (stereo not given)	-14	0.2	0	.	2	-3	-11	-8	-1
O=C(Nc1ccc(S(=O)(=O)NCC2CCCO2)cc1)c1ccc(F)cc1 (stereo not given)	0	9.0	-8	0	5	0	4	4	0
CCOC(=O)N1CCN(C(=O)c2ccc(CS(=O)Cc3ccc(C)cc3)o2)CC1 (stereo not given)	-4	1.3	-7	-12	4	2	9	3	6
c1nnn(C23CC4CC(CC(C4)C2)C3)n1	-13	0.9	16	-5	4	-4	-7	-13	5
CN1CC(=O)N(CC(=O)NCc2ccc(F)cc2)c2ccccc2C1=O	8	0.5	17	-6	16	-4	-13	-3	5
COc1ccc(S(=O)(=O)Nc2ccccc2C)cc1	8	0.6	0	-3	1	-2	0	-1	6

Full records, looked up by structure. Values in the order: TAAR1 antag, M1 ag parental, M1 PAM parental, CHO parental Ca, TAAR1 ag, CHRM1 agonist, CHO-K1 Ca antag, CHRM1 antagonist, M1 PAM
Results for CCOC(=O)N1CCC(=NNC(N)=O)C1 → -4, 0.1, 1, ., 0, -1, 2, -20, 13
Results for c1nnn(C23CC4CC(CC(C4)C2)C3)n1 → -13, 0.9, 16, -5, 4, -4, -7, -13, 5
Results for O=[N+]([O-])c1ccc2[nH]c(=S)sc2c1 → -6, 5.7, 0, ., 11, 7, 1, 9, -8
Results for CCOC(=O)c1c(-c2ccccc2)csc1NC(=O)CSc1ccccc1 → 11, 0.3, 12, 9, 3, -6, -11, 0, -7
Results for O=C(NNC(=S)NC(=O)c1ccccc1)c1cccnc1 → -17, -0.1, -12, -8, 2, -2, 4, 17, -8

Continuation:
SMILES	TAAR1 antag	M1 ag parental	M1 PAM parental	CHO parental Ca	TAAR1 ag	CHRM1 agonist	CHO-K1 Ca antag	CHRM1 antagonist	M1 PAM
O=C(NC1CCCC1)C(c1ccncc1)N(C(=O)c1csnn1)c1cccc(Cl)c1 (stereo not given)	-13	0.7	11	-7	1	-5	-13	-8	10
COc1ccc(/C=C/C(=O)c2ccc(OC)cc2O)cc1	9	-0.4	-10	-18	-2	-3	-6	2	2
CCO[C@@H]1OC(C(=O)N2CCN(Cc3ccc4c(c3)OCO4)CC2)=C[C@H](c2ccc(C(F)(F)F)cc2)[C@H]1CCCO	24	3.0	12	-19	7	-1	-18	9	-7
CCOc1ccc(S(=O)(=O)N2CC(=O)Nc3ccccc32)cc1C#N	-1	1.6	11	-9	2	-5	-10	-6	4
CC(C)CNC(=O)C1Nc2ccc(C(F)(F)F)cc2C2C=CCC12 (stereo not given)	4	0.7	9	-17	1	-5	-4	5	0
COc1ccc(OCC(=O)N2CCN(C(=O)c3ccco3)CC2)cc1	7	0.1	9	3	6	-1	-2	-13	4
COc1ccccc1Nc1nc(NCc2ccco2)c2ccccc2n1	-36	1.7	-6	-1	0	-7	10	3	-7
Cc1cccc(OCc2nnc(SCC(=O)N3c4ccccc4CCc4ccccc43)o2)c1	-10	1.1	19	-5	-1	-2	-10	-12	7
CCOC(=O)c1sc(NC(=O)CNCc2ccccn2)c(C(=O)OCC)c1C	16	0.3	-13	-31	8	-1	7	-9	8
Cc1ccc(NC(=O)NCCCN2CCCC2=O)cc1C	-10	0.1	-14	1	0	0	4	-8	14
CNC(=O)NC(=O)CSc1nnc(-c2ccco2)n1Cc1ccccc1	0	0.6	-2	-13	5	-2	11	3	-10
O=C(Cc1ccccc1)n1nc(-c2ccccc2)nc1NCc1ccco1	-35	0.3	2	-2	3	0	-1	-27	15
Oc1[nH]c2ccccc2c1N=Nc1nc(Nc2ccccc2)nc(N2CCOCC2)n1	53*	1.2	3	-28	11	-2	-7	-1	-1
O=c1[nH]c(=S)[nH]c2c1C(c1ccc(Br)cc1)c1c([nH]c(=S)[nH]c1=O)O2	-12	0.9	6	22	-1	-4	-7	-6	6
O=C(NNS(=O)(=O)c1ccccc1)c1ccc(S(=O)(=O)N2CCCCC2)cc1	3	0.5	-5	-11	-2	-1	-8	-16	12
CC(C)Oc1ccc2ccccc2c1CNC[C@H]1O[C@@H](n2ccc(N)nc2=O)[C@H](O)[C@@H]1O	-7	0.5	3	.	0	-6	4	-8	6
CC1CCCN(C(=O)N2c3ccccc3Sc3ccccc32)C1 (stereo not given)	-3	-0.1	4	-21	12	-8	-3	3	-10
C[C@@]12CCC3[C@@](CCC4[C@@]3(C)CCC[C@@]4(C)C(=O)Nc3ccc(Cl)cc3)(CC1=O)C2 (stereo not given in full)	10	0.2	3	-21	4	-9	-11	0	-7
CCCCN1CC(N2CCN(C(=O)c3ccco3)CC2)CS1(=O)=O (stereo not given)	2	0.2	0	.	-1	-6	10	-5	6
Nc1nc(CN2CCCCC2)cs1	0	-0.1	19	-1	1	-3	-14	-6	6
CN(Cc1ccon1)C(=O)CC1C(=O)NCCN1Cc1ccc(F)c(F)c1 (stereo not given)	.	0.5	5	-11	.	-3	7	-3	-1
CN(C)c1ccc(/C=N\NC(=S)SCN2C(=O)C3CCC(C)(C2=O)C3(C)C)cc1 (stereo not given)	-6	0.1	2	-9	11	-1	1	-28	-5
COc1ccccc1CSc1ncc(-c2ccc([N+](=O)[O-])cc2)[nH]1	17	1.8	0	36	0	-10	-5	7	-10
O=C(c1ccc(COc2ccc(Cl)cc2)cc1)N1CCCCC1	16	4.9	15	3	0	-6	-12	-7	7
CCCCC(CC)C(=O)Nc1cc([N+](=O)[O-])ccc1F (stereo not given)	-7	1.7	6	-4	-4	-12	4	1	-4
Cc1ccc(NC(=O)CCNS(=O)(=O)c2ccc3c(c2)c(=O)n(C)c(=O)n3C)cc1C	-9	-0.1	23	-25	8	-7	-16	1	0

Screening results: PubChem, The Scripps Research Institute Molecular Screening Center
